RXFP1 antag: antagonists of human relaxin receptor RXFP1 | 350,000 tested, 0.59% active | Q9HBX9 | activity change, negative = inhibition, % at 57.5 µM | HEK293-RXFP1, relaxin-stimulated cAMP HTRF, 30 min; stronger effect = lower value;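 active = activity change of -60% or lower, but not beyond a set lower limit; inconclusive = change between -60% and -40%, or beyond the set limit; inactive = change above -40%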; note: % is set by controls: 0 for no effect and ±100 for the full control effect
APEX1 inh: inhibitors of human APE1 endonuclease | P27695 | recombinant APE1, TAMRA/BHQ-2 abasic DNA cleavage fluorescence | Potency, µM (series often up to 65.8 µM), inactives show top-dose activity change, negative = inhibition, hits mostly inhibitors | 350,000 tested, 0.35% active | AID 2517;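 note: potency is the fitted concentration of half-maximal effect; plate controls were vehicle for no effect and reference inhibitor for full effect; nearly all actives have a fitted effect of over 55% in size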
Target sequence (P27695 whole entry, looked up): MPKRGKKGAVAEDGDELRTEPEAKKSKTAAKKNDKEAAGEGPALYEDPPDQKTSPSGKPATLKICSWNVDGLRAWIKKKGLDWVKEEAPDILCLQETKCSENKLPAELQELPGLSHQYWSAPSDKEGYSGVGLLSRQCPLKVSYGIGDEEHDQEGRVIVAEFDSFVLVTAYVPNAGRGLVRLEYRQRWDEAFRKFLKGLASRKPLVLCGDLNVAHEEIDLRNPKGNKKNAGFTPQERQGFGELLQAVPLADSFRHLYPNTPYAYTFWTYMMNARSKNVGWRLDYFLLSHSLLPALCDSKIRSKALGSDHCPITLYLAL
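APE1 at 0.75 nM final was preincubated with compound 15 min at room temperature, then 50 nM double-stranded THF abasic-site substrate (5'-TAMRA/3'-BHQ-2) was added. Fluorescence (ex 525/em 598 nm) was read kinetically; third-minus-first read gave activity.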
Pol beta inh: inhibitors of human DNA polymerase beta. P06746. Pol beta primer extension/strand displacement, fluorescence kinetic. Potency, µM (doses to about 114 µM), for the others: at the top dose activity change, negative = inhibition, actives largely listed as inhibitors. 340,000 tested, 1.3% active. AID 485314; note: potency is the fitted concentration of half-maximal effect; % is set by controls: 0 for no effect and ±100 for the full control effect
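Pol beta (10 nM) was preincubated with compound for 15 min at room temperature. The reaction was then started with 50 nM substrate and read immediately and after a further 10 min at room temperature.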
BLM helicase inh: Bloom syndrome helicase (human) inhibition; recombinant BLM DNA unwinding, fluorescence dequenching; Potency, µM (series often up to 56.1 µM), inactives show at the top dose activity change, negative = inhibition, usual class: inhibitors; 350,000 tested, 0.2% active; AID 2528;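 note: potency is the fitted concentration of half-maximal effect; plate controls were vehicle for no effect and no enzyme for full effect; nearly all actives have a fitted effect of over 35% in size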
Pol iota inh: DNA polymerase iota (human) inhibition; Q9UNA4; Pol iota fluorescent replication assay, 10 min; Potency, µM (series often up to 115 µM), inactives show at the top dose activity, negative = inhibition, actives largely listed as inhibitors; 390,000 tested, 1% active; note: potency is the fitted concentration of half-maximal effect
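Pol iota at 10 nM preincubated 15 min with compounds at room temperature; reaction started with fluorescent substrate, 50 nM final. Fluorescence read kinetically at 0 and 10 min; buffer-only wells as negative control.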
PGK inhibitor: blocks T. brucei phosphoglycerate kinase. P07378. Potency, µM (top dose mostly 57.5 µM), for inactives: top-dose activity change, negative = inhibition, hits mostly inhibitors. 380,000 tested, 0.043% active. PGK/GAPDH coupled, Kinase-Glo luminescence, 60 min; note: potency is the fitted concentration of half-maximal effect; % is set by controls: 0 for no effect and ±100 for the full control effect; nearly all actives have a fitted effect of over 60% in size
Target sequence (P07378 whole entry, looked up): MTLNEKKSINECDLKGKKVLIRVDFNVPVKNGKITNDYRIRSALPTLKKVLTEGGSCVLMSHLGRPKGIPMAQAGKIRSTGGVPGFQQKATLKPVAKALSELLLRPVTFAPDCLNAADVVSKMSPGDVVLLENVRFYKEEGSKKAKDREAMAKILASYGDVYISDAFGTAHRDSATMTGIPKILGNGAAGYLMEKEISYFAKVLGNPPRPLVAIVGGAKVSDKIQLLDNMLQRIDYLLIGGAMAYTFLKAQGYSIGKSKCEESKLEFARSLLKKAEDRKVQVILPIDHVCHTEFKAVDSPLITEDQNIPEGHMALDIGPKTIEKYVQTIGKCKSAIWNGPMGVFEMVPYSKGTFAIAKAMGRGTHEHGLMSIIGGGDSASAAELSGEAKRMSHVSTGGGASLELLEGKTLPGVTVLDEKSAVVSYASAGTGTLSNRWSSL
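Recombinant glycosomal PGK reaction used 1,3-bisphosphoglycerate generated in-well by GAPDH (100nM final) in 100mM TEA pH 7.6, 5mM MgCl2, 0.01% Tween-20. After 60 minutes at room temperature, ATP was read by Kinase-Glo Plus luminescence end-point.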
Pol kappa inh: DNA polymerase kappa (human) inhibition. purified Pol kappa, fluorescent DNA synthesis assay, 10 min. Potency, µM (titrated, usually from 107 µM), for inactives: top-dose activity, negative = inhibition, most hits filed as inhibitors. Q9UBT6. 400,000 tested, 0.53% active; note: potency is the fitted concentration of half-maximal effect; % is set by controls: 0 for no effect and ±100 for the full control effect
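Here, compound and 10 nM enzyme are combined for 15 min at room temperature; adding 50 nM substrate (final) starts DNA synthesis, tracked by fluorescence at 0 and 10 min against buffer-only wells.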
POLH inh: blocks human DNA polymerase eta activity | Q9Y253 | recombinant Pol eta, fluorescent DNA replication assay | Potency, µM (titrated, usually from 114 µM), for inactives: at the top dose activity change, negative = inhibition, hits mostly inhibitors | 390,000 tested, 1.2% active; note: potency is the fitted concentration of half-maximal effect; % is set by controls: 0 for no effect and ±100 for the full control effect
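Pol eta (10 nM) was preincubated with compounds for 15 min at room temperature, after which fluorescent replication substrate (50 nM final) was added to start the reaction. Fluorescence was read kinetically at 0 and 10 min.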
Apoferritin bind: candidate novel general anesthetic via apoferritin binding. P02791. Potency, µM (series often up to 77.5 µM), for the others: at the top dose activity change, negative = displacement, usual class: inhibitors. apoferritin/1-aminoanthracene competitive binding, fluorescence. 350,000 tested, 0.074% active; note: potency is the fitted concentration of half-maximal effect; % is set by controls: 0 for no effect and ±100 for the full control effect; nearly all actives have a fitted effect of over 20% in size
Target sequence (P02791 2-175 limits assumed): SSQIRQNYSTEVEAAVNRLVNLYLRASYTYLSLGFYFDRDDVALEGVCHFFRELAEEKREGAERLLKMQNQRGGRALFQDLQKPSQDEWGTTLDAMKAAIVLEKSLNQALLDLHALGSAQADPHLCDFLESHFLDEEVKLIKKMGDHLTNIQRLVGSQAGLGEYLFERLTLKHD
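Apoferritin-based anesthetic binding model; compound displacement of fluorescent 1-AMA measured as endpoint fluorescence after 10 minutes at room temperature, scaled to free-ligand and complex controls.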
* = called active by the depositor; i = inactive; ? = inconclusive; . = not tested or not shown; & = joins results of further samples; [ ] = remark or other dose. Unless noted, calls come from the whole dose curve; as a rule, active = well fitted curve in the direction sought with a large enough effect; inconclusive = small, poorly fitted or top-dose-only effect, or another doubt; inactive = no such curve, though single readings can be large; an effect the other way counts as inactive or inconclusive.

SMILES | RXFP1 antag | APEX1 inh | Pol beta inh | BLM helicase inh | Pol iota inh | PGK inhibitor | Pol kappa inh | POLH inh | Apoferritin bind
COC(=O)c1ccc2c(=O)n(CCN3CCOCC3)c(SCC(=O)Nc3cccc(OC)c3)nc2c1 | -12 | 1% | 87% | -2% | 5% | -1% | -7% | -15% | -5%
CCC(c1nnc(SCCNCCO)n1CCN1CCOCC1)N(C)C (stereo not given) | -6 | -1% | 14% | 0% | 6% | 0% | 3% | 4% | -11%
COc1cc(CC(=O)N/N=C/c2ccccc2)c([N+](=O)[O-])cc1OC | . | 1% | 18% | -10% | . | . | . | . | -19%
c1ccc(NC2=NCCN2CCCC2CCCC2)cc1 | . | -11% | . | . | ? | -1% | -14% | -16% | .
O=C(N/N=C/c1cccc([N+](=O)[O-])c1)c1cc(-c2ccc3c(c2)OCO3)n[nH]1 | -9 | -7% | -23% | ? | ? | -2% | ? | 18µM* | 12%
O=S(=O)(c1ccc2c(c1)OCCO2)N1CCC(O)(c2ccc(Cl)cc2)CC1 | -9 | -1% | 0% | -9% | -11% | -3% | 3% | -18% | -15%
CC(=O)c1ccc(-n2c(-c3cc(-c4ccsc4)n[nH]3)n[nH]c2=S)cc1 | 2 | -3% | 4% | -3% | 10% | i | -5% | 4% | 0%
COc1ccc(OC)c(NC(=O)CSc2c3c(nc4cc(Cl)ccc24)CCCC3)c1 | -32 | . | 5% | 1% | 37%[activator] | -11% | -6% | -20% | -17%
Cc1cccc(N2CCN(C(=O)C3CCN(S(=O)(=O)c4c(C)noc4C)CC3)CC2)c1C | -8 | -8% | 39%&13% | -4%&-5% | 3%&-9% | -1%&-7% | -1%&-2% | -11%&-7% | -2%&-15%
O=C(COC(=O)c1cccc(S(=O)(=O)N2CCc3ccccc32)c1)Nc1ccc(Cl)cn1 | -2 | ? | -23% | -8% | -22% | . | -15% | -7% | -14%
Oc1[nH]c2ccc(Br)cc2c1N=NC(=S)NCC1CCCO1 (stereo not given) | -13 | -4% | -2% | 0% | 25% | -4% | 1% | -17% | -3%
O=C(Nc1cccc(S(=O)(=O)N2CCCCCC2)c1)c1ccc2ccccc2n1 | -11 | -1% | 5% | -4% | 128%[activator] | -5% | -13% | -28% | -4%
O=[N+]([O-])c1ccc(NCCCNS(=O)(=O)c2ccc(Cl)cc2)c(Cl)c1 | . | 8% | 32% | -13% | 5% | -1% | 1% | -9% | ?
O=C(CSc1nc(-c2ccccc2)cc(=O)[nH]1)N1CCc2ccccc21 | 5 | 1% | ? | -10% | ? | -5% | -7% | 2% | -8%
O=S(=O)(c1cccc2nonc12)N1CCN(c2ccc(F)cc2)CC1 | -1 | 3% | -18% | -6% | -15% | -5% | 1% | 5% | -17%
COC(=O)C1=C(C)NC(C)=C(C(=O)OC)C1c1ccc(-c2cccc([N+](=O)[O-])c2)o1 | -9 | -6% | -4% | -10% | ? | 2% | 0% | -12% | 2%
O=C(NC1CCN(C(=O)N2c3ccccc3Sc3ccccc32)CC1)c1ccccc1F | -8 | -6% | ? | -9% | 16% | 0% | -10% | -20% | ?
O=C(COC(=O)CCc1nc2ccccc2c(=O)[nH]1)NC(c1ccccc1)c1ccccc1 | -6 | 11% | 4% | -2% | 5% | i | -5% | -10% | -2%
Cc1cccc(NC(=O)CN2CCN(CC(=O)Nc3cccc(C)c3)CC2)c1 | -9 | -2% | 28% | 1% | 11% | . | 4% | -9% | -17%
CSc1ccccc1C(=O)Nc1cccc([N+](=O)[O-])c1C | 7 | 16% | 43% | -1% | -1% | -9% | 10% | -18% | -12%

Compound profiles (already shown). Values in the order: RXFP1 antag, APEX1 inh, Pol beta inh, BLM helicase inh, Pol iota inh, PGK inhibitor, Pol kappa inh, POLH inh, Apoferritin bind
O=C(N/N=C/c1cccc([N+](=O)[O-])c1)c1cc(-c2ccc3c(c2)OCO3)n[nH]1 as listed: -9, -7%, -23%, ?, ?, -2%, ?, 18µM*, 12%
O=S(=O)(c1ccc2c(c1)OCCO2)N1CCC(O)(c2ccc(Cl)cc2)CC1 as listed: -9, -1%, 0%, -9%, -11%, -3%, 3%, -18%, -15%

Remaining list, next part
SMILES | RXFP1 antag | APEX1 inh | Pol beta inh | BLM helicase inh | Pol iota inh | PGK inhibitor | Pol kappa inh | POLH inh | Apoferritin bind
O=C(CCc1ccccc1)N1CCN(CCO)CC1 | 9 | 1% | 0% | 3% | -15% | -1% | -23% | -11% | 2%
CCOC(=O)c1ccc(S(=O)(=O)NNC(=O)COc2ccc(C)cc2)cc1 | -1 | -7% | 10% | 4% | 10% | 5% | 4% | -15% | 6%
COc1ccc(OC)c2nc(-c3ccc4c(c3)OCO4)ccc12 | -8 | 0% | 0% | -3% | 131%[activator] | -14% | -10% | -26% | -10%
CCc1ccc(C(=O)N/N=C/c2ccc(Cl)cc2Cl)nc1 | . | 4% | -1% | 4% | . | . | . | . | -6%
CC(=O)Nc1cccc(-c2csc(Nc3ccccn3)n2)c1 | -34 | -4% | -15% | -28% | 5% | 7% | -2% | -26% | -22%
CCc1nnc(NC(=O)c2ccc(Cl)c(S(=O)(=O)N3CCc4ccccc4C3)c2)s1 | 3 | 14% | 25% | -4% | 153%[activator] | i | -2% | -3% | -5%
CC(OC(=O)c1nsc(Cl)c1Cl)C(=O)NCc1ccco1 (stereo not given) | 5 | 2% | 20% | 2% | 6% | -1% | -6% | 3% | -21%
O=C(COC(=O)C1CCN(c2ccc(C(F)(F)F)cn2)CC1)NCc1ccc(F)cc1 | -9 | -9% | . | . | 34%[activator] | 0% | -4% | -29% | .
CCOC(=O)C1CCN(CCC(=O)Nc2ccc(Br)c(C)c2)CC1 | -12 | -8% | 2%&2% | -10%&-12% | 96%[activator] | -9%&-4% | -5%&-14% | -4%&-15% | ?
CCN(CC)C(=O)Cn1c(=O)oc2ccccc21 | -3 | -2% | 2% | -1% | 3% | -2% | -5% | -15% | -14%
O=C(c1ccccc1O)N1CCOCC1 | -10 | -1% | 67% | -2% | 20% | -16% | -2% | -9% | -14%
COc1ccc(CCNC(=O)CSc2ncc3c(n2)-c2cc(Cl)ccc2N(Cc2ccccc2)S3(=O)=O)cc1OC | . | . | 4% | -12% | -6% | 3% | 0% | 1% | -8%
OC1OC[C@H](O)[C@H](O)[C@H]1O (stereo not given in full) | . | ? | . | -1% | . | . | 14%[60.1 µM] | . | 6%
O=C(NS(=O)(=O)Nc1ccccc1)C1=C(N2CCCC2)COC1=O | . | 5% | . | . | -20% | i | -17% | -7% | .
Nc1nc(SCC(=O)NCc2ccc3c(c2)OCO3)n[nH]1 | -10 | 2% | -12% | -4% | 26% | -3% | 2% | 3% | -13%
O=C(CNC(=S)NC(=O)c1ccc(F)cc1)c1ccccc1 | -5 | 7% | 3% | 5% | 86%[activator] | -4% | -4% | -15% | -9%
COC(=O)CC1C(=O)NCCN1C(=O)c1ccc(S(=O)(=O)N2CCOCC2)cc1 (stereo not given) | 10 | 2% | -1% | 0% | 114%[activator] | -7% | -6% | -4% | -3%
Cc1cccc(N2CCN(S(=O)(=O)c3ccc4oc(=O)c5ncn(C)c5c4c3)CC2)c1C | -11 | . | 2% | 0% | 51%[activator] | -2% | -6% | -7% | -6%
COc1ccc(/C=N/NC(=O)c2ccc(N(C)S(=O)(=O)c3ccccc3)cc2)c(OC)c1 | 5 | -1% | 12% | -6% | -19% | -10% | 3% | -2% | 23%
COc1cccc(CNc2ccc(C(=O)O)cc2)c1OCc1ccccc1 | 1 | -1% | 7% | -1% | 13% | -1% | -8% | -2% | -4%
CCOC(=O)c1ccc(-n2c(CN3CCC(O)CC3)nc3ccc([N+](=O)[O-])cc3c2=O)cc1 | 0 | -6% | 4% | -6% | 28% | i | 4% | -13% | -20%
O=C(CSc1ccc(Cl)cc1)Nc1cccc(-c2nc3ncccc3o2)c1 | -15 | -10% | -16% | -8% | 2% | -2% | 6% | 10% | -20%
Nc1c(-c2ccc(Cl)cc2)nnn1-c1ccccc1 | 0 | 4% | -27% | -4% | -5% | i | -2% | -2% | 3%
CCOc1ccc(/C=C/C(=O)OCC(=O)Nc2cccc(S(=O)(=O)N3CCCC3)c2)cc1 | 0 | -9% | . | . | -6% | 3% | -3% | -18% | .
COc1cccc(C2=NN(C(=O)c3ccco3)C(O)(C(F)(F)F)C2)c1 (stereo not given) | -29 | 0% | 22% | -10% | -15% | -9% | -3% | -12% | ?
COc1cccc2nc3cc(C)c(C)cc3nc12 | -6 | ? | ? | -7% | ? | 0% | ? | 0% | 2%
COc1ccc(N2CCN(CCCNC(=O)Nc3ccccc3Cl)CC2)cc1 | . | . | -8% | 0% | -8% | -9% | -2% | -3% | 0%
CC(C)OCCCNC(=O)C1CC(=O)N(CCc2ccccc2)C1 (stereo not given) | 1 | -1% | 5% | 1% | 18% | -5% | -7% | -19% | 37%[activator]
CN(Cc1ccccc1)/C(=N/O)c1cccc(Cl)c1 | -16 | 6% | 3% | -5% | 42%[activator] | -1% | 10% | -11% | -7%
O=C(O)Cc1csc(NC(=O)c2ccco2)n1 | 0 | 1% | 0% | 2% | -24% | 3% | -25% | ? | 2%
CC(C)C1NC2(C(=O)c3ccccc3C2=O)C2C(=O)N(c3ccc(F)cc3)C(=O)C12 (stereo not given) | -2 | -7% | 15% | -3% | 10% | i | -4% | -14% | -10%
CCn1cc(C(=O)NCCc2ccccc2)c(=O)c2cc(S(=O)(=O)N3CCCC3)ccc21 | 2 | 1% | 22% | -10% | 42%[activator] | -3% | 2% | -3% | -13%
CC(N1CCOC1=O)S(=O)(=O)c1ccccc1 (stereo not given) | 8 | 3% | 0% | -3% | 10% | 2% | -3% | -4% | -4%
COc1ccccc1NS(=O)(=O)c1cccc(C(=O)NCC2(N3CCCCC3)CCCCC2)c1 | -16 | . | . | . | 4% | 0% | -2% | -19% | .
O=C(Nc1ccc(Cl)cc1)c1ccc2c(c1)S(=O)(=O)c1ccccc1C2=O | . | . | . | . | 6% | -7% | 13% | 0% | .
CC(C)[C@H](NC(=O)N1CCn2c1nc1ccccc12)C(=O)N[C@@H](C(=O)O)c1ccccc1 | 18 | 39% | 0% | -1% | 0% | -1% | 14% | -7% | -3%

Some of the compounds tested. The share of hits here may be higher or lower than overall.
